# PP1 counter: counter-screen for PP5 inhibitors: inhibitors of human PP1-alpha. purified PP1alpha, OMFP fluorescence. inhibition, % at 6.7 µM. actives 0.9% (n = 320,000);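 active = inhibition above the mean inhibition of all tested compounds plus 3 SD, computed separately for each screening campaign, cut at about 15% in these data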
# Target sequence (P62136 whole entry, looked up): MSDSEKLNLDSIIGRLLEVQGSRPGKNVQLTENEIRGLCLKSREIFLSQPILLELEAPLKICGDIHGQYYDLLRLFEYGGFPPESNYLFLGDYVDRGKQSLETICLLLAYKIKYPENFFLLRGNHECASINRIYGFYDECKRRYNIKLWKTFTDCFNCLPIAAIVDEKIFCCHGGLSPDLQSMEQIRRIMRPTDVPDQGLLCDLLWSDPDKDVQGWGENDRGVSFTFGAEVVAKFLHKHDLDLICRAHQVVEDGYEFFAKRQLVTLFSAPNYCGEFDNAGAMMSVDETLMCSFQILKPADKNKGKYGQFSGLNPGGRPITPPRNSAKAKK
# PP5 inh: PP5 (human) phosphatase inhibition; P53041; purified PP5c, OMFP substrate fluorescence; inhibition, % at 6.7 µM; actives 0.18% (n = 320,000); AID 1987;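 active = inhibition above the campaign's mean inhibition across all tested compounds plus 3 SD, cut at about 9.5% in these data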;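 also: 0% = DMSO only and 100% = 100 µM cantharidin control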
# core dimer inh: blocks dimerization of HCV core protein. TR-FRET GST/Flag-core106 dimerization, 1536-well. AID 1899. actives 0.33% (n = 300,000). inhibition, % at 5 µM;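 active = inhibition above the mean of all tested compounds plus 3 SD, set per screening campaign, cut at about 45% in these data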
#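 System: GST/Flag-tagged HCV core106 proteins. Incubation: compound-protein-antibody incubation 4 h at 22.5 °C. Technique: HTRF with 340 nm excitation, 617/671 nm emission. Medium: KF-containing HEPES buffer, pH 7.45, DTT, CHAPS, BSA. Read-out: inhibition (%) from 671 over 617 nm ratio. Also added: Eu(K)-anti-GST 90 ng/mL plus XL665-anti-Flag 1 µg/mL.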
# LYPLA2 inh: counter-screen for PME1 inhibitors: inhibitors of human LYPLA2; O95372; recombinant LYPLA2, FP-Rh probe fluorescence polarization; inhibition, % at 5.9 µM; actives 0.38% (n = 320,000);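 active = inhibition above the screen-wide mean plus 3 SD, limit set per campaign, cut at about 26% in these data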;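 also: 0% = LYPLA2 with DMSO and 100% = wells lacking LYPLA2 enzyme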
# PREPL inh: inhibits the human prolyl oligopeptidase-like enzyme. inhibition, % at 5.96 µM. recombinant PREPL, fluorescence polarization activity-based probe. AID 2751. actives 0.68% (n = 320,000); in the data active = inhibition above about 43%;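 also: 0% = enzyme with DMSO and 100% = wells lacking enzyme; many of its hits are not listed in these tables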
# Target sequence (Q4J6C6 whole entry, looked up): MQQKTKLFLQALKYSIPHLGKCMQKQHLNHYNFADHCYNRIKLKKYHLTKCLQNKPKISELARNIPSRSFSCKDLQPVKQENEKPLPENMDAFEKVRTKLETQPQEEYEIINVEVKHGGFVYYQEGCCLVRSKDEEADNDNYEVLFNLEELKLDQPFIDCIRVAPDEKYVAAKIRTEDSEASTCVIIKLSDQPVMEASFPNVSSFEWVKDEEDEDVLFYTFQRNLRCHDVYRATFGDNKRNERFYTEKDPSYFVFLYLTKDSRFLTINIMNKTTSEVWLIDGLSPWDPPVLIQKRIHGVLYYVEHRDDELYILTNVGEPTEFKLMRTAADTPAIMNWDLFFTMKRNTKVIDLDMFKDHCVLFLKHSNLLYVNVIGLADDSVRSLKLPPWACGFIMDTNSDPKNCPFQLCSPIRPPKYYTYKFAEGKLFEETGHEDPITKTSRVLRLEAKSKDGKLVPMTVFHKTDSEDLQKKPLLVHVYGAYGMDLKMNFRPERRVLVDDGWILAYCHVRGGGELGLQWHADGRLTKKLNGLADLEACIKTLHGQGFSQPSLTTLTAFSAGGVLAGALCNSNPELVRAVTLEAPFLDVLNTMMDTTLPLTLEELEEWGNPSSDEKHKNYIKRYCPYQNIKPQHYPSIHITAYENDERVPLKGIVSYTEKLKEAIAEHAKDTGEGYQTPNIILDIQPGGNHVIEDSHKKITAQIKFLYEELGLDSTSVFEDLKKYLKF
# TPT1 inh: inhibitors of Candida albicans tRNA 2'-phosphotransferase TPT1. recombinant caTPT1, FP RNA substrate dephosphorylation. inhibition, % at 5 µM. actives 0.81% (n = 300,000). AID 1962;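 active = inhibition above the mean of all tested compounds plus 3 SD, set per screening campaign, cut at about 24% in these data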;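 also: plate controls were DMSO alone for no effect and ferristatin control at 100 nM for full effect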
# CTSL1 counter: counter-screen for PFM18AAP inhibitors: inhibitors of F. hepatica cathepsin L1 | recombinant F. hepatica cathepsin L1, Z-Leu-Arg-MCA fluorescence | inhibition, % at 5.96 µM | actives 0.49% (n = 300,000);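 active = inhibition above the mean of all tested compounds plus 3 SD, set per screening campaign, cut at about 17% in these data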;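 also: 0% = plate median of test compound wells and 100% = 1 µM Z-Phe-Ala-diazomethylketone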
# Efflux pump mplx: blocks antifungal efflux pumps in multiplex yeast assay. S. cerevisiae Candida pump triplex, Nile Red efflux. inhibition, % at 10 µM. actives 0.44% (n = 330,000);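 active = plate passing quality check with inhibition over a set limit, or well fluorescence over plate mean plus 4 SD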;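 also: Nile Red retained in pooled yeast measured as flow cytometry median fluorescence; 0% = buffer negative control and 100% = Enniatin B positive control; higher means more Nile Red kept so more efflux inhibition; some compounds called inactive have numbers as strong as hits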
# GASC-1 inh: inhibitors of human GASC-1 (JMJD2C) demethylase | Q9H3R0 | GST-JMJD2C(1-420) H3K9me3 demethylation, DELFIA europium | inhibition, % at 2.35 µM | actives 0.069% (n = 330,000);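 active = more than half of a compound's replicate wells show inhibition beyond 50%, single wells judged on their own value; inconclusive = some, but no more than half, of replicates pass 50% inhibition; inactive = no replicate passes 50% inhibition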;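 also: signal counts dimethyl H3K9 product captured on neutravidin plate; 0% = median of DMSO wells and 100% = 0.3 times that DMSO median; strong numbers were not always called active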
# * hit, by the source's call; ? = inconclusive; . = not tested or not shown. An excerpt; the hit share may differ from the screen's.
SMILES,PP1 counter,PP5 inh,core dimer inh,LYPLA2 inh,PREPL inh,TPT1 inh,CTSL1 counter,Efflux pump mplx,GASC-1 inh
CCCn1c(=O)c2ccccc2n2c(SCC(=O)/C(C#N)=C(\C)N)nnc12,2,0.5,-3,10,13,0,1,-0.1,-6
COCCNc1nc2ccccc2n1CC(=O)c1ccc(OC)c(OC)c1,2,-0.1,1,-3,-2,-1,-1,0.0,-8
COc1ccccc1C(OC(=O)c1cccs1)C(=O)NCc1ccco1 (stereo not given),2,2.6,34,-3,12,1,-22,0.2,-5
COc1ccc(OC)c(NC(=O)CSc2ccc(-c3cccnc3)nn2)c1,-5,1.1,-5,2,-3,-1,-2,0.0,-2
CC(=O)c1ccc(N(CC(=O)NC2CCCC2)C(=O)c2ccc(C)s2)cc1,-1,3.1,-7,-4,2,-4,-2,0.0,-54
Cc1ccc(C(=O)COC(=O)c2cc(=O)[nH]c3ccccc23)cc1,-3,0.3,1,-1,-5,-2,-2,-0.1,-3
CC(OC(=O)Cn1[nH]c(=O)c2ccccc2c1=O)C(=O)Nc1ccc(Cl)cn1 (stereo not given),3,2.3,.,8,0,.,.,-0.3,13
Cc1ccc(C)c(C(=O)c2ccccc2NC(=O)c2ccccn2)c1,1,4.3,4,-5,-14,3,-2,0.1,-9
CCCn1c2ccccc2c2cn[nH]c(=O)c21,-1,0.6,-2,-1,12,4,3,0.2,2
COc1cc(C(c2c(C)[nH][nH]c2=O)c2c(C)[nH][nH]c2=O)cc(Cl)c1O,1,2.8,-11,6,14,-3,-2,-0.2,-2
Cc1nc2nc(Cc3ccccc3)nn2c(C)c1Cl,-6,0.8,-1,2,9,1,-3,0.4,-1
COc1cc(C(=O)N=c2sc3ccccc3n2C)cc(OC)c1OC,2,-1.2,6,6,-2,1,5,0.0,5
CC(=O)c1sc(NC(=O)CN2C(=O)CCC2=O)nc1C,1,0.6,-8,5,-5,-1,3,-0.2,-4
Cc1ccc(NS(=O)(=O)c2ccc(-c3cnc(C4CC4)o3)cc2)c(C)c1,4,2.2,2,4,-22,0,1,0.0,-4
COC(=O)c1ccc(NC(=O)CSc2nnc(COc3c(C)cccc3C)o2)cc1,-3,-0.9,2,1,15,-3,0,0.0,-15
CCCCCOc1ccc(NC(=O)C(=O)NCC2CCCN2CC)cc1 (stereo not given),6,-1.8,-4,-1,10,2,-4,0.4,-12
CN(C(=O)CN1CCN(c2cnn(-c3ccccc3)c(=O)c2Cl)CC1)C1CCS(=O)(=O)C1 (stereo not given),-5,-1.9,.,4,12,.,.,-0.1,-2
O=C(c1ccc2c(c1)OCO2)C1CCCN(Cc2ccccc2OC(F)F)C1 (stereo not given),0,4.5,-8,1,-23,-1,2,-0.1,-1
CC(C)(C)C(=O)N1CCN(C(c2ccccc2)c2ccccc2)CC1,2,2.2,4,6,5,3,-1,0.1,13
CCSc1cc(N2CCOCC2)nc(-c2ccccc2)n1,4,4.0,-3,2,-3,-2,-1,0.0,25
Cc1ccc(OCCn2ccc(=O)[nH]c2=O)cc1C,2,0.5,-1,1,-11,1,-1,0.1,?
CCOC(=O)c1c(C)nc2sc3c(=O)n(-c4ccc(C(C)=O)cc4)nnc3c2c1-c1ccc(OC)cc1,1,5.4,25,10,-1,2,-1,0.3,-4
CC(C)N(Cc1nccn1C)C(=O)c1cc(COc2ccc3ncccc3c2)on1,-3,0.4,0,6,5,-2,-2,-0.1,-1
CC1CC(=O)Nc2ccccc2N1C(=O)Nc1ccc(F)cc1 (stereo not given),-5,-0.1,-1,1,11,2,-4,0.1,-12
CCc1ccc(C(=O)COC(=O)c2cnccn2)cc1,-2,-3.1,2,9,3,0,-22,-0.1,21
SMILES,PP1 counter,PP5 inh,core dimer inh,LYPLA2 inh,PREPL inh,TPT1 inh,CTSL1 counter,Efflux pump mplx,GASC-1 inh
C=C(Cl)COc1cc(C)cc2oc(=O)cc(CC)c12,6,2.4,8,2,1,-5,2,0.1,-36
Cc1nc(-c2ccc(F)cc2)c(CC(=O)Nc2ccc(C)c(S(=O)(=O)N3CCOCC3)c2)s1,-3,2.7,8,-8,8,2,-2,-0.1,-5
CNS(=O)(=O)c1cn(CC(=O)NCc2ccc(F)cc2)cc1S(=O)(=O)NC,-3,-1.4,11,-2,2,-4,-3,0.0,0
CC(C)OC(=O)CSc1nc2cc3c(cc2cc1C#N)OCO3,0,-6.1,-33,1,11,3,11,0.1,7
O=C(Nc1ncccn1)c1ccc([N+](=O)[O-])o1,-2,-1.2,-4,-6,1,6,8,0.1,3
Cc1cc2c(c(=O)n1CCCn1ccnc1)C(c1ccco1)C(C#N)=C(N)O2 (stereo not given),0,-0.9,1,5,6,3,-4,0.1,-3
Cc1nnc(-c2ccc(N3CCCCCC3)c([N+](=O)[O-])c2)o1,1,3.6,2,-1,16,-2,2,0.1,12
CCN(CC)CCCNC(=O)c1cc(-c2ccc(Cl)c(Cl)c2)on1,-4,1.6,1,-2,0,-2,-2,0.2,-8
O=C(Nc1nccs1)c1ccc([N+](=O)[O-])cc1,-1,-1.9,-6,1,11,-6,5,0.0,-10
CC(=O)c1ccc(NC(=O)C2(c3ccccc3)CCOCC2)cc1,-4,-1.0,5,-5,3,0,-1,0.0,2
O=C(C1Cc2ccccc2CN1S(=O)(=O)c1ccc(F)cc1)N1CCCCC1 (stereo not given),1,4.2,-2,-2,5,-1,6,0.1,6
COCCCN1C(=O)c2ccc(C(=O)Nc3ccccc3OC)cc2C1=O,1,0.6,-1,0,0,0,3,0.0,2
COc1cc(/C=N/NC(=O)c2c(C)nnn2-c2nonc2N)ccc1O,-4,-0.4,2,-1,1,1,1,-0.2,6
CC(C)Cc1nc2n[nH]c(N)c2c2c1CCCC2,0,0.3,0,5,15,-5,1,-0.1,0
O=C(COc1ccccc1Cl)NCCNC(=O)c1ccco1,2,4.2,-2,-1,-4,-1,-3,0.0,14
CCOC(=O)CNC(=O)CSc1nnc(-c2ccccc2)c(-c2ccccc2)n1,3,3.9,-32,5,12,-3,2,0.1,8
COc1cccc(-c2nnc(-c3ccco3)o2)c1,2,0.4,1,7,8,4,-6,0.8,4
NC(N)=NC(N)=Nc1cccc2ccccc12,-3,1.7,-5,1,13,-5,6,0.0,-4
O=C(CCC(=O)N(CC(=O)NC1CCCCC1)c1ccc(F)cc1)Nc1nccs1,-1,1.0,7,6,-9,-5,-5,0.0,-23
O=C(Oc1cc(Cl)ccc1Cl)c1ccc(N2CCOCC2)c([N+](=O)[O-])c1,-3,3.9,-3,18,30,-1,-3,-0.1,28
COc1ccc(-c2cc3nc[nH]c(=O)c3s2)cc1,1,1.4,-5,-2,-4,-4,2,0.1,-5
CCCCN(CC)CCCNC(=O)c1cn(-c2ccc(OC)cc2)c(=O)c2ccccc12,-5,-4.2,4,-7,4,0,-2,0.0,-14
CCOC(=O)c1cnn2c(C(F)(F)F)cc(-c3cn(C)nc3C)nc12,-1,3.1,2,-8,-4,2,0,0.0,6
Cc1csc(C(C)N(C)C(=O)CCc2nnc(CCc3ccccc3)o2)n1 (stereo not given),-5,0.4,2,4,4,-3,4,-0.1,-8
O=C(NC1CC1)c1cccc(NC(=O)c2cn3ccccc3n2)c1,-3,0.1,.,-3,3,.,.,-0.1,1
SMILES,PP1 counter,PP5 inh,core dimer inh,LYPLA2 inh,PREPL inh,TPT1 inh,CTSL1 counter,Efflux pump mplx,GASC-1 inh
O=C(CCNS(=O)(=O)c1cccs1)N1CCCCCC1,-1,1.1,5,5,19,-3,8,0.1,-11
O=C(N/N=C\c1cc(Br)c(Br)o1)c1cncc(Br)c1,1,0.3,0,-6,0,2,4,0.2,4
C=CCn1cc(C(=O)OCC)c(=O)c2cc(F)c(F)cc21,-6,0.7,-4,6,0,-3,4,-0.1,3
O=S1(=O)CCC(NS(=O)(=O)c2ccc3ccccc3c2)C1 (stereo not given),0,0.0,-4,11,3,-2,5,-0.3,-8
COc1ccc(/C(O)=C2/C(=O)C(=O)N(CCCN(C)C)C2c2ccc(Cl)cc2)cc1OC (stereo not given),-4,1.1,-1,2,6,-4,-5,-0.1,-7
COc1cccc2c1C(=O)c1c(O)c3c(c(O)c1C2=O)C[C@](O)(C(C)=O)C[C@H]3O[C@@H]1C[C@@H](N)[C@@H](O)[C@@H](C)O1,-3,1.7,-17,50*,26,-171,-1,0.0,-21
Cn1ccnc1SCC(=O)c1ccc(Cl)cc1,-1,0.1,0,9,11,0,1,-0.1,1
CCOc1ccc(NC(=O)CN(C)Cc2cc(=O)n3c(-c4ccccc4)csc3n2)cc1OCC,-1,0.6,42,-1,4,10,3,0.0,-4
N#CC(c1ccc(Cl)nn1)c1c(F)cccc1Cl (stereo not given),-3,2.8,-1,-1,-4,0,1,0.0,0
CCC(=O)/C=C1\Sc2ccccc2N1CC,-1,-1.6,-9,5,7,1,9,-0.1,0
COc1ccc(C(=O)N2c3ccccc3C=CC2C#N)cc1 (stereo not given),3,4.7,-9,6,3,-2,-1,-0.1,5
C=CCN1C(=O)c2ccc(C(=O)N(C)CC(=O)Nc3c(C)cccc3C)cc2C1=O,-3,-1.3,0,-4,2,3,6,0.0,0
COc1ccc(-c2cnnn2-c2ccc(NC(=O)/C=C/c3ccc(OC)c(OC)c3)cc2)cc1,0,1.5,15,-73,8,4,1,0.2,-16
O=C(NCc1ccc(F)cc1)c1cc2n(n1)C(C(F)(F)F)CC(C1CC1)N2 (stereo not given),0,1.1,4,-7,-1,-4,-1,0.1,3
O=C(O)c1ccc(CNCc2c(Cl)cccc2Cl)cc1,-4,4.9,-2,4,-2,-1,0,-0.1,-6
Cc1ccc(Cl)cc1NC(=O)CCn1cccc1,0,0.0,15,-13,-6,-2,-2,0.0,-1
Cc1cc(Cl)ccc1NC(=S)N1CCN(Cc2ccc3c(c2)OCO3)CC1,-1,4.5,-2,6,28,1,3,0.2,11
O=C(CCn1cnc2ccccc2c1=O)Nc1ccc(Cl)c(Cl)c1,0,2.0,-8,8,-4,-1,1,0.0,-4
O=C(c1ccc(F)cc1)c1cc2ccc(O)cc2oc1=O,1,-0.1,-1,2,-4,4,-2,0.1,-34
COc1cc(NS(=O)(=O)c2ccc(NC(=S)NC(=O)c3sc4ccccc4c3Cl)cc2)nc(OC)n1,-2,-0.8,0,5,-2,-1,-1,-0.1,11
CN(C(=O)C1CC1)C1CCS(=O)(=O)C1 (stereo not given),-3,-1.3,-4,2,-2,0,-2,0.4,-12
O=C(CC1NC(=O)NC1=O)Nc1ccc(Cl)cc1 (stereo not given),-1,-0.5,3,1,1,-2,0,-0.1,10
O=C(Nc1ccc(N2CCN(Cc3ccccc3)CC2)cc1)c1cccnc1,-4,1.8,-4,9,21,-3,-1,0.2,2
CC(C)Cc1ccc(S(=O)(=O)N2CCN(c3ccccn3)CC2)cc1,0,-0.7,7,-6,-91,0,-3,0.2,-7
COc1cc(C)c(NC(c2ccccc2)c2ccccc2)cc1OC,2,-1.2,-1,6,15,-3,10,0.0,1
Cc1[nH]n(-c2ccccc2)c(=O)c1C(C[N+](=O)[O-])c1ccc(Br)cc1 (stereo not given),1,2.4,-2,4,6,-4,-1,-0.1,-18
